Assay outcomes (PubChem BioAssay)
mouse EphA4 binding: inhibitors of EphA4 binding to KYL peptide, primary screen, biochemical, colorimetric, mouse EphA4 (AID 689) | inhibition, % at 10 µM; hits with a dose series show IC50 in µM | EphA4-AP binding to KYL peptide, pNPP A405; higher % means a stronger effect | actives 0.1% (n = 62,000); in the data active means a potency from the dose series; inactive means the rest, 99 in 100 with inhibition below about 22%
Starred values were filed as active, the others as inactive. Some of the compounds tested; rates above refer to the full screens.

canonical_smiles	mouse EphA4 binding
COc1cc(C(=O)NC(=S)Nc2ccc3oc(=O)ccc3c2)cc(OC)c1OC	-10%
CN(C(N)=S)c1ccccc1	-8%
Cc1cc(Nc2ccc(F)cc2Cl)n2nc(C)nc2n1	-5%
O=C(C1CCN(S(=O)(=O)c2ccc(Br)s2)CC1)N1CCc2ccccc21	-14%
COc1ccc2nc(NC(=O)c3ccc(OC)c(Br)c3)sc2c1	-4%
COC(=O)c1ccccc1-c1ccc(/C=C2\C(=O)NN(c3ccccc3)C2=O)o1	-10%
Cn1c(SCC(=O)N2CCOCC2)nc2cccnc21	2%
CCOC(=O)Cc1nnc(Nc2cccc(O)c2)c2ccccc12	-3%
Cc1ccc(S(=O)(=O)c2cc3c(=O)n4cc(C)ccc4nc3n(CC3CCCO3)c2=N)cc1 (centres undefined)	-3%
COC(=O)CC1SC(=O)NC1=Nc1cccc(C)c1 (centres undefined)	-10%
Cc1nc2ncnn2c(Nc2ccc3c(c2)OCO3)c1Cc1ccccc1	1%
COC(=O)c1cccc(Nc2ncnc3ccc(C)cc23)c1	-6%
CC1=NN(c2ccc(S(N)(=O)=O)cc2)C(=O)/C1=C\c1ccc(OCc2ccccc2)cc1	-14%
CC(C)Cc1nc(N2CCN(C(=O)C(C)C)CC2)c(C#N)c2c1CCC2	-9%
COc1ccc(S(=O)(=O)Cc2ccc(C(=O)N3CCN(C(=O)c4ccco4)CC3)o2)cc1	-5%
Cc1ccc(S(=O)(=O)NNC(=O)c2cc3cc4ccccc4nc3s2)cc1	-14%
CCc1ccc(NC(=O)C(C)Nc2ccc(S(=O)(=O)NC(C)=O)cc2)cc1 (centres undefined)	3%
O=C(CSc1nc2c(sc3ccccc32)c(=O)n1Cc1ccccc1)NCC1CCCO1 (centres undefined)	-8%
COc1cccc(CNC(=O)C2CCN(S(=O)(=O)c3ccc4c(c3)CCC(=O)N4)CC2)c1	9%
Cc1ccc2oc(-c3cccc(NC(=S)NC(=O)c4ccco4)c3C)nc2c1	-3%
Cc1cccc(-n2cnc(C(=O)N/N=C/c3ccccc3)c2)n1	-20%
CCC(Sc1ncnc2c1nnn2-c1ccc(F)cc1)C(=O)OC (centres undefined)	-8%
O=C1c2ccccc2C(Nc2cccc(C(F)(F)F)c2)N1Cc1ccco1 (centres undefined)	-3%
c1ccc(-c2nnc(N3CCOCC3)nc2-c2ccccc2)cc1	-1%
OCc1cc(CO)c(O)c(CCc2ccccc2)n1	1%
Cc1ccnc(NC(=O)CCc2c(C)nc3ncnn3c2C)c1	-14%
Cc1cccc(OCc2nnc(SCC(=O)Nc3sc(C)c(C)c3C#N)n2C)c1	2%
COc1cc(/C=C2\SC(=S)N(Nc3ccccc3)C2=O)cc(OC)c1OC	2.6µM*
COc1ccc(Cl)cc1N(C)C(=O)CCNC(=O)Cn1cnc2ccccc2c1=O	-1%
S=C(Nc1ccccc1)Nc1ccc(-c2ccc(NC(=S)Nc3ccccc3)cc2)cc1	-14%
CCCOc1ccc(CSC(CC(=O)O)C(=O)O)cc1 (centres undefined)	-4%
Cc1c(N=C2C(=O)Nc3ccccc32)c(=O)n(-c2ccccc2)n1C	7%
Cc1cc(=O)n2[nH]c(-c3cccc(F)c3)cc2n1	-6%
COCC(C)n1c(SCC(=O)N2CCCCC2)nc2ccccc2c1=O (centres undefined)	-10%
CCn1c(=O)n(CC)c2cc(S(=O)(=O)Nc3c(C)cccc3C)ccc21	-3%
CCCn1c(SCC(=O)c2cc(OC)ccc2OC)nnc1C(C)C	-8%
CN(C)S(=O)(=O)c1ccc(Cl)c(C(=O)NCc2ccco2)c1	-6%
Cc1ccc(-c2nc(N/N=C/c3ccccc3[N+](=O)[O-])c3ccccc3n2)cc1	-12%
COc1cccc(OC)c1C(=O)Nc1nc2ccc(S(C)(=O)=O)cc2s1	-1%
Cc1cc2c3nonc3ccc2n1-c1ccccc1	-12%
Cn1cccc1C(=O)C(=O)Nc1ccccc1	-5%
COC(=O)c1[nH]c2cc(OC)ccc2c1N	-6%
Cc1ccc(-n2nnnc2SCC(=O)Nc2nc(-c3ccc(F)cc3)cs2)cc1C	-7%
Cn1c(-c2sccc2OCc2ccccc2)n[nH]c1=S	12%
O=C(Cn1c(=O)oc2cc(S(=O)(=O)N3CCCC3)ccc21)N1CCCC1	-7%
CC(C)(C)OC(=O)NNC1CC(=O)N(c2ccccc2F)C1=O (centres undefined)	-11%
Clc1ccccc1C1=Nn2c(nnc2-c2ccncc2)SC1	12%
COc1ccc(NC(=O)NCc2ccncc2)c(OC)c1	-10%
CN(C)c1ccc(NC(=O)c2cn(-c3ccccc3)nc2-c2cccs2)cc1	-8%
CCOC(=O)C(C(=O)OCC)C1OC(=O)c2cc3c(cc21)C(=O)OC3C(C(=O)OCC)C(=O)OCC (centres undefined)	-8%

Following part:
canonical_smiles	mouse EphA4 binding
CC(C)(C)c1nc(NCCN2CCOCC2)c2nnn(Cc3ccccc3Cl)c2n1	-3%
Cc1cc(OCC(=O)Nc2ccccc2[N+](=O)[O-])cc(C)c1Cl	-2%
COc1ccc(CNC(=O)CN2C(=O)C(C)N(c3ccc(C)cc3)C2=O)cc1 (centres undefined)	0%
O=C1Cc2ccccc2Sc2ccccc21	-6%
COc1ccc(S(=O)(=O)Nc2ccc(NS(=O)(=O)c3ccc(OC)cc3)c3ccccc23)cc1	-2%
COC(=O)CNC(=O)CN1C(=O)N(c2cccc(Cl)c2)C(N(O)C(=O)Nc2cccc(Cl)c2)C1(C)C (centres undefined)	3%
COc1ccc(CCNC(=O)c2c(O)c3cccc4c3n(c2=O)CC4)cc1OC	0%
CC1=C(C(=O)Nc2ccccn2)C(c2ccc(F)cc2)n2ncnc2N1 (centres undefined)	3%
O=C(Nc1cccnc1)c1cc(-c2ccc3c(c2)OCO3)on1	-17%
Cc1ccccc1OCCn1cc(/C=C2/SC(=S)N(C)C2=O)c2ccccc21	14%
CCCCP(=O)(CCCC)COc1ccc(Br)cc1	4%
CC(C)(C)OC(=O)CN1C(=O)C(Sc2n[nH]c(-c3ccccc3)n2)CCc2ccccc21 (centres undefined)	-8%
COCCn1nnnc1C(c1ccccc1Cl)N1CCN(c2ccccc2OC)CC1 (centres undefined)	2%
CCN1C(=O)c2cccc3c(S(=O)(=O)Nc4nc(C)cs4)ccc1c23	-15%
CC1Oc2ccccc2N(CC(=O)c2cccc(Cl)c2)C1=O (centres undefined)	-8%
C=CCn1c(SCCN2CCCCC2)nc2c1c(=O)[nH]c(=O)n2C	-15%
CCC(C)[C@H](NC(=O)NCc1ccccc1Cl)C(=O)OC (some centres undefined)	8%
Cc1cc(C)nc(NS(=O)(=O)c2ccc(NC(=O)c3cc(Cl)cc(Cl)c3)cc2)n1	-13%
CCOC(=O)N1CCN(c2c(NCCCN(CC)c3cccc(C)c3)c(=O)c2=O)CC1	-11%
Cn1c(=O)cc(SCC(=O)Nc2ccc3c(c2)OCO3)c2ccccc21	-5%
O=C(Nc1cccc(Cl)c1)NC1CCCCC1	0%
COc1cccc(OCCOc2ccc(/C=C3/SC(=S)NC3=O)cc2)c1	18%
Cc1[nH]n(-c2ccc(F)cc2)c(=O)c1/C=N/c1sc2c(c1C#N)CCCC2	-11%
Cc1ccc(CN2CCC(C(=O)NCCC(C)C)CC2)o1	-19%
COc1ccc(Cc2nnc(SCC(=O)NC(C)c3ccccc3)o2)cc1 (centres undefined)	-5%
Oc1ccc(CNC2CCCCC2)cc1	-2%
Cn1c(-c2ccc3c(c2)OCO3)cnc1NC(=O)CCC(=O)NCCc1ccccc1	-7%
Cc1ccc2nc(-c3ccc(O)cc3)c(Nc3ccc4c(c3)OCCO4)n2c1	0%
CCOC(=O)Cc1csc(NC(=O)c2ccncc2)n1	-18%
COc1ccc(NC(=O)C2CCCN(S(=O)(=O)c3ccc4c(c3)oc(=O)n4C)C2)c(OC)c1 (centres undefined)	-5%

Rewritten field by field: 2 of the compounds above
> COc1cccc(OC)c1C(=O)Nc1nc2ccc(S(C)(=O)=O)cc2s1
  mouse EphA4 binding: -1%

> Cc1cc2c3nonc3ccc2n1-c1ccccc1
  mouse EphA4 binding: -12%

Continued.
canonical_smiles	mouse EphA4 binding
COc1cc(/C=N/NC(N)=O)ccc1OC(=O)c1ccc(C)cc1	1%
O=C1N=C(c2ccccc2)C(c2ccccc2)N1 (centres undefined)	-4%
CCN(CC)C(=O)NC1CC2CCCC(C1)N2Cc1ccccc1 (centres undefined)	-9%
CCn1nc(C(=O)NC2=NCCS2)c2ccccc2c1=O	-2%
C=CCNC(=O)c1onc(CSc2cc(C)cc(C)c2)c1C(=O)O	2%
COc1ccc2[nH]c(=O)c(CN(CCCN(C)C)C(=O)Nc3ccc(F)cc3)cc2c1	5%
COc1ccccc1N1CCN(C(=O)/C=C/c2ccc3c(c2)OCO3)CC1	-8%
COc1ccc(CCNc2ccncn2)cc1	6%
CCOC(=O)C1=C(C)NC(=O)NC1c1ccco1 (centres undefined)	46%
O=C1CN(C(=O)COC(=O)CCSc2ccccc2Cl)c2ccccc2N1	-3%
COc1ccc(C(=O)/C=C(/C)N(C)C)cc1	0%
Cc1ccc2nc(NC(=O)CNS(=O)(=O)c3ccc(Br)s3)sc2c1	-6%
Cc1ccccc1NC(=S)NC(=O)CCc1ccccc1	-4%
O=C1C(c2ccc(F)cc2)N(Cc2ccc3c(c2)OCO3)C(=O)CN1C1CCCCC1 (centres undefined)	-7%
O=S1(=O)C=CC(Sc2nc3ccccc3[nH]2)C1 (centres undefined)	-29%
O=C(CCC1N=C2c3ccccc3N=C(SCc3cccc(Cl)c3)N2C1=O)NCc1ccco1 (centres undefined)	-7%
CCOc1ccccc1/C=N/NC(=O)Cc1csc(Nc2cccc(C(F)(F)F)c2)n1	-2%
Cn1c(=O)c2c(O)cc(=O)[nH]c2n(-c2ccccc2)c1=O	-12%
O=C(CN1C(=O)c2ccccc2S1(=O)=O)Nc1ccccc1	3%
C=CCc1cc(/C=C2/NC(=S)NC2=O)cc(OC)c1O	-10%
CCn1nc(CC(=O)Nc2ccc(-n3cnnn3)c(C)c2)c2ccccc2c1=O	-14%
COc1ccc(N2CCN(C(CNC(=O)c3ccco3)c3cccnc3)CC2)cc1 (centres undefined)	-6%
COc1ccc2cc3cc(C(=O)NCCN4CCN(c5ccccc5F)CC4)oc3nc2c1	-13%
Cc1cc(C)cc(Nc2ccc([N+](=O)[O-])nc2[N+](=O)[O-])c1	-26%
COc1ccccc1C/C(N)=N/OC(=O)c1ccc(Cl)cc1	0%
Cc1ccc(/C=N\n2c(-c3ccccc3)n[nH]c2=S)s1	-3%
COc1ccccc1OCCC(=O)OCCN1C(=O)c2ccccc2C1=O	-8%
O=C(CSc1nc(-c2ccc(F)cc2)cs1)N1CCN(C(=O)c2ccco2)CC1	-11%
CCOc1ccc(CC(=O)C2C(=O)CCCC2=O)cc1OCC	-8%
CC(C(=O)O)N1C(=O)/C(=C/C=C/c2ccco2)SC1=S (centres undefined)	2.8µM*
CC(C)C(=O)NS(=O)(=O)c1ccc(NS(C)(=O)=O)cc1	-21%
Cc1[nH]c(=O)[nH]c(=O)c1S(=O)(=O)N(C)Cc1ccccc1	4%
COc1ccc2cc3cc(C(=O)Nc4ccc5c(c4)OCO5)oc3nc2c1	-10%
CCOC(=O)c1sc(SCC(=O)Nc2ccc(N(C)C)cc2)nc1N	0%
Cc1cccc(NC(=O)c2cccc(Cn3cc(Br)c([N+](=O)[O-])n3)c2)c1C	-8%
CCC(C)N1C(=O)CCC1C(=O)NCc1ccc2c(c1)OCO2 (centres undefined)	-15%
Cc1ccc(S(=O)(=O)NC(c2ccccc2)C(C)C(=O)n2nc(C)cc2C)cc1 (centres undefined)	-10%
COc1ccc(Cl)cc1N1C(=O)C2CCCN2C1c1sccc1C (centres undefined)	9%
COc1ccc(C(=O)Nc2cccc(C(C)=O)c2)cc1S(=O)(=O)N1CCOCC1	-9%
Cc1ccc(C(=O)/C(=C\c2ccc(F)cc2)c2nc3ccccc3o2)cc1	-9%
Cc1noc(C)c1CSc1nc2ccccc2c(=O)n1-c1ccc(Cl)cc1	2%
Cc1ccc(S(=O)(=O)N2CCC(C(=O)N[C@@H](C)C(=O)NCc3ccccc3)CC2)cc1	7%

Compounds shown so far that have an aryl thioether with sulfur outside any ring (17):
canonical_smiles	mouse EphA4 binding
Cn1c(SCC(=O)N2CCOCC2)nc2cccnc21	2%
O=C(CSc1nc2c(sc3ccccc32)c(=O)n1Cc1ccccc1)NCC1CCCO1 (centres undefined)	-8%
CCC(Sc1ncnc2c1nnn2-c1ccc(F)cc1)C(=O)OC (centres undefined)	-8%
Cc1cccc(OCc2nnc(SCC(=O)Nc3sc(C)c(C)c3C#N)n2C)c1	2%
COCC(C)n1c(SCC(=O)N2CCCCC2)nc2ccccc2c1=O (centres undefined)	-10%
CCCn1c(SCC(=O)c2cc(OC)ccc2OC)nnc1C(C)C	-8%
Cc1ccc(-n2nnnc2SCC(=O)Nc2nc(-c3ccc(F)cc3)cs2)cc1C	-7%
CC(C)(C)OC(=O)CN1C(=O)C(Sc2n[nH]c(-c3ccccc3)n2)CCc2ccccc21 (centres undefined)	-8%
C=CCn1c(SCCN2CCCCC2)nc2c1c(=O)[nH]c(=O)n2C	-15%
Cn1c(=O)cc(SCC(=O)Nc2ccc3c(c2)OCO3)c2ccccc21	-5%
COc1ccc(Cc2nnc(SCC(=O)NC(C)c3ccccc3)o2)cc1 (centres undefined)	-5%
C=CCNC(=O)c1onc(CSc2cc(C)cc(C)c2)c1C(=O)O	2%
O=C1CN(C(=O)COC(=O)CCSc2ccccc2Cl)c2ccccc2N1	-3%
O=S1(=O)C=CC(Sc2nc3ccccc3[nH]2)C1 (centres undefined)	-29%
O=C(CSc1nc(-c2ccc(F)cc2)cs1)N1CCN(C(=O)c2ccco2)CC1	-11%
CCOC(=O)c1sc(SCC(=O)Nc2ccc(N(C)C)cc2)nc1N	0%
Cc1noc(C)c1CSc1nc2ccccc2c(=O)n1-c1ccc(Cl)cc1	2%
